GAA spleen mod: lysosomal alpha-glucosidase (human) modulation; P10253; human spleen homogenate, 4-MU-alpha-glucoside fluorescence; Potency, µM (top dose mostly 79.9 µM), without a hit: at the highest dose activity change, negative = inhibition, hits mostly inhibitors; 240,000 compounds, 0.006% hits; AID 2112;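 also: potency is read from the fitted curve at half-maximal effect; 0% = enzyme with vehicle and -100% = no enzyme basal signal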
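Compounds were titrated against alpha-glucosidase in spleen homogenate at pH 5.0, with 1 mM 4-methylumbelliferyl substrate for 40 min at 37 C. Reactions were quenched with pH 10 NaOH/glycine and fluorescence measured.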
CBFb RUNX1 block: blocks binding between human CBF-beta and RUNX1; Q01196+Q13951; AlphaScreen CBFb-His/RUNX1-biotin binding, biochemical; Potency, µM (highest dose often 59.8 µM), without a hit: at the highest dose activity, negative = inhibition, most hits filed as inhibitors; 230,000 tested, under 10 active; also: % of control where 0% means no effect
Target sequence (Q01196 whole entry, looked up): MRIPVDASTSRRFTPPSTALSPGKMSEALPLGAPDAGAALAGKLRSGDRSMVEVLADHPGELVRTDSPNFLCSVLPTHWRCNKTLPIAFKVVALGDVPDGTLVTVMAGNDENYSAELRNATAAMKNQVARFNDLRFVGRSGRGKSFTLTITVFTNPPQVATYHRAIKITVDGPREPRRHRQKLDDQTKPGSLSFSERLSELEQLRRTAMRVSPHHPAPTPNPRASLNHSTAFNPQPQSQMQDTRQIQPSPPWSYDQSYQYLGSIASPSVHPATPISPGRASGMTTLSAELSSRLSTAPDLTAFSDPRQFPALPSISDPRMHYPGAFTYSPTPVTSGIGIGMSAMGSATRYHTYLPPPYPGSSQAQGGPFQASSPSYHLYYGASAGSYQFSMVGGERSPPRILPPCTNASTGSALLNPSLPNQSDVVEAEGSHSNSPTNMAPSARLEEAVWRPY
Target sequence (Q13951 whole entry, looked up): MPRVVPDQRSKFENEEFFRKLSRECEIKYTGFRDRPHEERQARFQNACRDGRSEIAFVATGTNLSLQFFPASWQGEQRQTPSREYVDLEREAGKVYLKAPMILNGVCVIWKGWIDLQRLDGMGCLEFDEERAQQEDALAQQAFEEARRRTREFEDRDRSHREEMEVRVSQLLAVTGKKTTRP
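CBF-beta (His) and RUNX1 (biotin), 30 nM each; 20 min preassociation; + compound, 15 min; + beads 50 ng each (Ni, streptavidin), 90 min; RT; AlphaScreen read.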
GAA glycogen mod: inhibitors or activators of human alpha-glucosidase glycogen cleavage; P10253; recombinant GAA, glycogen substrate, Amplex Red glucose oxidase fluorescence; Potency, µM (top dose mostly 76.4 µM), inactives show top-dose activity change, negative = inhibition, hits mostly inhibitors; 300,000 compounds, 0.38% hits;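 also: potency is read from the fitted curve at half-maximal effect; 0% = full enzyme reaction and -100% = no-enzyme basal signal; the screen sought inhibitors and activators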
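Recombinant enzyme (4 nM final) with compounds titrated up to 77 uM and bovine liver glycogen (30 ug) in citrate pH 5.0, 0.01% Tween-20, 37 C 40 min. Released glucose detected by Amplex Red/glucose oxidase (Ex 573/Em 610); AC50 from Hill fits.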
Lamin A splicing: changes lamin A minigene splicing in HeLa cells | HeLa LMNA splicing GFP/RFP minigene ratio, 48 h | Potency, µM (titrated, usually from 46.1 µM), for inactives: at the top dose ratio change, negative = inhibition, usual class: inhibitors | 200,000 compounds, 0.01% hits; active = well fitted inhibition curve with a large enough effect in the signal ratio, with a control signal flat, not every such curve was filed as active; inconclusive = small, poorly fitted or top-dose-only effect, or effect the other way, or a change in a side signal; the % refers to the signal ratio; also: potency is read from the fitted curve at half-maximal effect; % is scaled to controls: 0 for no effect and ±100 for the full control effect
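S3 HeLa stable clones carrying a lamin A-EGFP splicing minigene plus DsRed2 were seeded at 600 cells/well in Opti-MEM with 2% FBS, pin-dosed and incubated 48 h at 37°C. Acumen cytometry (488 nm) gave the GFP/RFP total-intensity ratio.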
GAA inhib: inhibitors of human lysosomal alpha-glucosidase; P10253; purified human GAA, 4-MU-alpha-glucoside fluorescence; Potency, µM (highest dose often 76.9 µM), without a hit: at the top dose activity change, negative = inhibition, actives largely listed as inhibitors; 200,000 compounds, 0.005% hits;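 also: potency is read from the fitted curve at half-maximal effect; plate controls were uninhibited enzyme wells for no effect and no-enzyme background for full effect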
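qHTS format, compound range up to 77 uM. Human lysosomal enzyme at 4 nM, 400 uM 4-MU glucoside substrate, pH 5.0, 20 min room temperature; fluorescence after alkaline stop gives activity normalized to controls.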
HTT ATP protect: protects HTT-Q103 PC12 cells, measured by ATP | PC12 HTT-Q103 induced, cytoprotection, ATP luminescence, 40 h | Potency, µM (top dose mostly 56.4 µM), for the others: cytoprotection (ATP increase), most hits filed as activators | 230,000 compounds, 0.14% hits | AID 1471;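 also: potency is read from the fitted curve at half-maximal effect; % of control where 0% means no effect; nearly all actives have a fitted effect of over 45% in size; toxic huntingtin expression switched on by the ecdysone agonist tebufenozide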
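Compounds added alongside 100 nM tebufenozide, which induces toxic Q103 huntingtin exon 1-GFP in stable PC12 cells; surviving cells quantified by luminescent ATP measurement. Medium: phenol red-free DMEM, 5% equine and 5% calf serum.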
HTT aggregate: inhibitors of mutant huntingtin aggregate formation in PC12 cells | 220,000 compounds, 1.1% hits | Potency, µM (series often up to 46.1 µM), inactives show top-dose activity change, negative = inhibition, hits mostly inhibitors | PC12 HttQ103-GFP aggregates, Acumen cytometry, 40 h | AID 1688; also: potency is read from the fitted curve at half-maximal effect; % is scaled to controls: 0 for no effect and ±100 for the full control effect; nearly all actives have a fitted effect of over 60% in size
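Compounds (qHTS titration) were added to PC12 cells expressing an ecdysone-driven HTT exon 1 Q103–GFP fusion after induction with 100 nM tebufenozide. Aggregate formation was measured as GFP objects in cell lysates.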
* marks the source's active call; other numbers are inactive results; [ ] = dose if it differs, or a comment. Unless noted, calls follow the shape of the dose curve; as a rule, active = well fitted curve in the direction sought with a large enough effect; inconclusive = small, poorly fitted or top-dose-only effect, or another doubt; inactive = no such curve, though single readings can be large; an effect the other way counts as inactive or inconclusive.

CCOC(=O)C1=C(CC)Nc2ccccc2N=C1NC(=O)Nc1ccccc1OC was read as GAA spleen mod -5%, CBFb RUNX1 block 8%, GAA glycogen mod 0%, Lamin A splicing -7%, GAA inhib -10%, HTT ATP protect 8%[10 µM] and HTT aggregate 15%.
COc1ccc(C2CC(c3ccc(Br)cc3)=NN2C(=O)CN2CCCC2)cc1 (stereo not drawn) was read as GAA spleen mod 2%, CBFb RUNX1 block -10%, GAA glycogen mod 1%, HTT ATP protect 26%[10 µM] and HTT aggregate -4%[9.22 µM].
For Cc1cccc(Nc2nnc(SC/C(O)=C(\C#N)c3nc4ccccc4[nH]3)s2)c1C the results were GAA spleen mod 1%, CBFb RUNX1 block -27%, GAA glycogen mod 7%, Lamin A splicing -13%, GAA inhib 9%, HTT ATP protect 12%[10 µM] and HTT aggregate -15%.
For O=C(NC(=S)Nc1nc2ccccc2s1)c1cccs1 the results were GAA spleen mod 4%, CBFb RUNX1 block -11%, GAA glycogen mod -9%, Lamin A splicing inconclusive, GAA inhib -4%, HTT ATP protect -36%[10 µM] and HTT aggregate 26%.
Screening COc1ccc(S(=O)(=O)N2CCN(CCO)CC2)cc1-c1nnc2c3ccccc3c(C)nn12 returned GAA spleen mod 7%, CBFb RUNX1 block 3%, GAA glycogen mod -1%, Lamin A splicing inconclusive, GAA inhib 3%, HTT ATP protect 7%[10 µM] and HTT aggregate 28%.
O=C(CC1C(=O)NCCN1Cc1cccc(Oc2ccccc2)c1)NCC1CCOCC1 (stereo not drawn) was read as GAA spleen mod -12%, CBFb RUNX1 block 11%, GAA glycogen mod -10%, Lamin A splicing -5%[46 µM], GAA inhib inconclusive, HTT ATP protect -4%[10 µM] and HTT aggregate 5%[9.22 µM].
`COc1ccc2ncc(S(=O)(=O)c3ccccc3)c(N3CCC4(CC3)OCCO4)c2c1` gave GAA spleen mod -12%, CBFb RUNX1 block -5%, GAA glycogen mod 3%, Lamin A splicing inconclusive, GAA inhib 7%, HTT ATP protect -24%[10 µM] and HTT aggregate -10%.
`CC1=CSC2=NC(C(F)(F)F)(C(F)(F)F)NC(=O)N12` gave GAA spleen mod -1%, CBFb RUNX1 block 0%, GAA glycogen mod 2%, GAA inhib 0%[15.4 µM], HTT ATP protect -2%[10 µM] and HTT aggregate 0%[9.22 µM].
`O=C(CNC1CC1)Nc1cc(C(F)(F)F)ccc1Cl` gave GAA spleen mod 9%, CBFb RUNX1 block 13%, GAA glycogen mod -8%, Lamin A splicing 0%[46 µM], GAA inhib -14%, HTT ATP protect -5%[10 µM] and HTT aggregate -11%[9.22 µM].
Screening COc1ccc(Br)cc1C1NC(=O)NC(C)=C1C(=O)N(C)C (stereo not drawn) returned GAA spleen mod -13%, CBFb RUNX1 block -2%, GAA glycogen mod 5%, Lamin A splicing 6%, GAA inhib -1%, HTT ATP protect -2% and HTT aggregate 21%.
CC#CCC(CC#CC)c1nc2ccccc2c(=O)n1N was read as GAA spleen mod 8%, CBFb RUNX1 block -2%, GAA glycogen mod -9%, Lamin A splicing 11%, GAA inhib 4%, HTT ATP protect 21%[10 µM] and HTT aggregate 23%.
Screening COC(=O)/C(=C/c1ccc2c(c1)c1ccccc1n2C)NC(=O)c1ccccc1 returned GAA spleen mod -7%, CBFb RUNX1 block 21%, GAA glycogen mod 6%, Lamin A splicing inconclusive, GAA inhib 4%, HTT ATP protect 13%[10 µM] and HTT aggregate -2%.
`CC(OC(=O)CCCCCN=C1NS(=O)(=O)c2ccccc21)C(=O)Nc1cc(Cl)cc(Cl)c1` (stereo not drawn) gave GAA spleen mod -6%, CBFb RUNX1 block -1%, GAA glycogen mod 7%, Lamin A splicing -1%, GAA inhib inconclusive, HTT ATP protect -9%[10 µM] and HTT aggregate -1%.
`CC(Sc1nnc(COc2ccc(Cl)cc2)n1Cc1ccccc1)C(=O)O` (stereo not drawn) gave GAA spleen mod 5%, CBFb RUNX1 block 3%, GAA glycogen mod 17%, Lamin A splicing 15%[46 µM], GAA inhib 6%, HTT ATP protect 20%[10 µM] and HTT aggregate 4%[9.22 µM].
`CC(C)N(Cc1nc(-c2ccccc2)no1)C(=O)C(Cl)(Cl)Cl` gave GAA spleen mod 0%, CBFb RUNX1 block -1%, GAA glycogen mod -12%, GAA inhib -4%, HTT ATP protect 11%[10 µM] and HTT aggregate inconclusive.
O=C1C=C(Nc2ccc(O)cc2)C(=O)c2ccccc21 was read as GAA spleen mod 5%, CBFb RUNX1 block inconclusive, GAA glycogen mod -27%, GAA inhib -2%, HTT ATP protect -27%[10 µM] and HTT aggregate -9%[9.22 µM].
For O=C1CC(N(Cc2cccs2)C(=O)Nc2ccccc2)C(=O)N1c1ccc(Cl)cc1 (stereo not drawn) the results were GAA spleen mod -4%, CBFb RUNX1 block 6%, GAA glycogen mod 8%, Lamin A splicing -14%, GAA inhib -2%, HTT ATP protect -10%[10 µM] and HTT aggregate 4%.
Cc1ccc(-c2nc3cc(Br)cnc3nc2-c2ccc(C)cc2)cc1 was read as CBFb RUNX1 block 7%, GAA glycogen mod -8%, GAA inhib -2%, HTT ATP protect -58%[inhibitor] and HTT aggregate inconclusive.
`CC(C)OC(=O)CSc1nnc(CNc2ccc(Cl)cc2)n1C` gave GAA spleen mod -7%, CBFb RUNX1 block -3%, GAA glycogen mod 13%, Lamin A splicing 0%[46 µM], GAA inhib 15%, HTT ATP protect -13%[10 µM] and HTT aggregate 1%[9.22 µM].
For Cc1nc2c([nH]c3ccc(Br)cc32)s1 the results were GAA spleen mod -12%, CBFb RUNX1 block 4%, GAA glycogen mod 1%, Lamin A splicing inconclusive, GAA inhib -4%, HTT ATP protect 5%[1.9 µM] and HTT aggregate 8%.
For Cc1ccc(-c2nn(-c3ccccc3)cc2C=O)o1 the results were GAA spleen mod 1%, CBFb RUNX1 block inconclusive, GAA glycogen mod 2%, Lamin A splicing 18%[46 µM], GAA inhib 6%, HTT ATP protect -13%[10 µM] and HTT aggregate -6%.
CN(CCCCCC(=O)/C=N/O)Cc1ccccc1 was read as GAA spleen mod -4%, CBFb RUNX1 block -4%, GAA glycogen mod -7%, Lamin A splicing -13%, GAA inhib -3%, HTT ATP protect 1%[10 µM] and HTT aggregate -2%.
c1ccc(-c2csc(N3CCN(c4ccccn4)CC3)n2)cc1 was read as GAA spleen mod -1%, CBFb RUNX1 block -7%, GAA glycogen mod -11%, Lamin A splicing inconclusive, GAA inhib -20%, HTT ATP protect -28% and HTT aggregate inconclusive.
CC(C)(C)c1ccc(SCCc2cccnc2)cc1 was read as GAA spleen mod -3%, CBFb RUNX1 block 11%, GAA glycogen mod -9%, GAA inhib -6%[15.4 µM], HTT ATP protect 31%[10 µM] and HTT aggregate 4%[9.22 µM].
CCOc1ccc(NC(=O)N(CCC(C)C)C2CCN(C(C)=O)CC2)cc1 was read as GAA spleen mod -3%, CBFb RUNX1 block 4%, GAA glycogen mod -4%, Lamin A splicing 2%, GAA inhib -2%, HTT ATP protect 4% and HTT aggregate 0%.
CCOc1ccc(C(=O)Nc2ccc(NC(=O)c3ccco3)c(Cl)c2)cc1Br was read as GAA spleen mod -2%, CBFb RUNX1 block -1%, GAA glycogen mod 2%, Lamin A splicing inconclusive, GAA inhib 0%, HTT ATP protect -25% and HTT aggregate -3%.
`CC(C)CN(C(=O)CSc1nnnn1-c1ccccc1)c1c(N)n(CC(C)C)c(=O)[nH]c1=O` gave GAA spleen mod -1%, CBFb RUNX1 block 11%, GAA glycogen mod 8%, Lamin A splicing 10%[46 µM], GAA inhib 7%, HTT ATP protect -6% and HTT aggregate 10%.
Screening COc1ccc(CCNC(=O)C2(C)CCC(=O)N2CCC(C)C)cc1OC (stereo not drawn) returned GAA spleen mod -3%, CBFb RUNX1 block 1%, GAA glycogen mod 5%, Lamin A splicing -7%, GAA inhib -5%, HTT ATP protect -1% and HTT aggregate 8%.
Screening CCOC(=O)c1cc2c(nc1C)-c1cc(Cl)cc(Cl)c1OC2O (stereo not drawn) returned GAA spleen mod -1%, CBFb RUNX1 block -7%, GAA glycogen mod -3%, GAA inhib 6%, HTT ATP protect -48%[inhibitor] and HTT aggregate -2%.
Cc1cc(N2C(=O)CC(N3CCN(C(c4ccccc4)c4ccccc4)CC3)C2=O)no1 (stereo not drawn) was read as GAA spleen mod -11%, CBFb RUNX1 block 5%, GAA glycogen mod 6%, Lamin A splicing 4%, GAA inhib -4%, HTT ATP protect 15%[0.074 µM] and HTT aggregate 22%.
CCCOc1ccc(NCC(=O)Nc2ccc(C)cc2C)cc1 was read as GAA spleen mod -3%, CBFb RUNX1 block 1%, GAA glycogen mod inconclusive, Lamin A splicing -10%, GAA inhib -1%, HTT ATP protect 2%[10 µM] and HTT aggregate 3%.
Screening Cc1nc2ccc(NC(=O)Cc3cccs3)cc2s1 returned GAA spleen mod -2%, CBFb RUNX1 block -10%, GAA glycogen mod 3%, Lamin A splicing 3%, GAA inhib 2%, HTT ATP protect -61%[inhibitor] and HTT aggregate -13%.
For COc1ccccc1NS(=O)(=O)c1cc(NC(=O)c2cccs2)ccc1N1CCCC1 the results were GAA spleen mod 1%, CBFb RUNX1 block -3%, GAA glycogen mod 1%, Lamin A splicing -16%, GAA inhib -1%, HTT ATP protect -3%[10 µM] and HTT aggregate inconclusive.
Screening C=CCn1c(=O)c2c3c(sc2n2c(Nc4ccc(OC)cc4)nnc12)CCCC3 returned GAA spleen mod -1%, CBFb RUNX1 block -11%, GAA glycogen mod inconclusive, Lamin A splicing inconclusive, GAA inhib inconclusive, HTT ATP protect -2% and HTT aggregate -20%.

Two records picked at random from the list so far:
CC#CCC(CC#CC)c1nc2ccccc2c(=O)n1N was read as GAA spleen mod 8%, CBFb RUNX1 block -2%, GAA glycogen mod -9%, Lamin A splicing 11%, GAA inhib 4%, HTT ATP protect 21%[10 µM] and HTT aggregate 23%.
CCOc1ccc(C(=O)Nc2ccc(NC(=O)c3ccco3)c(Cl)c2)cc1Br was read as GAA spleen mod -2%, CBFb RUNX1 block -1%, GAA glycogen mod 2%, Lamin A splicing inconclusive, GAA inhib 0%, HTT ATP protect -25% and HTT aggregate -3%.
